# D2 ag = HTS Assay for Allosteric Agonists of the Human D2 Dopamine Receptor: Primary Screen for Agonists | activation, % at 2 µM | D(2) dopamine receptor (Homo sapiens), P14416 | HEK293 T-REx D2 cells, calcium flux agonist mode | 340,000 tested, 0.53% active;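 active = activation over 3 SD above normal in the single-dose calcium agonist read, cut at about 30% in these data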; also: 0% is about no effect
#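 Calcium-flux readout, 1 cycle/sec over 180 s following compound pin transfer, in inducible HEK293 Trex D2 cells (force-coupled); dopamine controls included. Positive calcium responses during this window marked compounds as potential agonists.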
# D1 potentiator = Potentiators of Human D1 Dopamine Receptor: qHTS; 360,000 tested, 0.036% active; potentiation, % at 10 µM; HEK293 TREx D1 cells, calcium flux, dopamine EC20 potentiation; AID 504651, 2011; in the data active = potentiation above about 30%; also: 0% is about no effect
# D1 ag = Allosteric Agonists of the Human D1 Dopamine Receptor: qHTS; D(1A) dopamine receptor (Homo sapiens), P21728; HEK293 T-REx D1 cells, calcium flux, agonist mode; activation, % at 2 µM; 360,000 tested, 1% active; AID 504660, 2011; also: 0% is about no effect
#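 Tetracycline-induced HEK293 TREx D1 cells, force-coupled to calcium signalling, were dye-loaded with a no-wash calcium kit. Compound was pin-added after a 10 s baseline. Fluorescence was read kinetically at 1 cycle/s for 180 s, with calcium rises flagged as agonism.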
# D2 antagonist = HTS Assay for Allosteric Antagonists of the Human D2 Dopamine Receptor: Primary Screen for Antagonists; inhibition, % at 10 µM; AID 485344, 2010; 340,000 tested, 2% active; D(2) dopamine receptor (Homo sapiens), P14416; HEK293 TREx D2 cells, calcium flux, dopamine EC80; in the data active = inhibition above about 30%; also: 0% is about no effect
#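 Dopamine at EC80 is the agonist stimulus; test compounds precede it by 180 s. Calcium flux read kinetically in a force-coupled, inducible HEK293 T-REx D2 cell line.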
# RXFP1 antagonist = qHTS Assay for Antagonists of the Relaxin Receptor RXFP1. activity change, negative = inhibition, % at 57.5 µM. Relaxin receptor 1 (Homo sapiens), Q9HBX9. 350,000 tested, 0.59% active. HEK293-RXFP1, relaxin-stimulated cAMP HTRF, 30 min; active compounds read low;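 active = activity change of -60% or lower, but not beyond a set lower limit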; also: % is scaled to controls: 0 for no effect and ±100 for the full control effect
# Target sequence (Q9HBX9 whole entry, looked up): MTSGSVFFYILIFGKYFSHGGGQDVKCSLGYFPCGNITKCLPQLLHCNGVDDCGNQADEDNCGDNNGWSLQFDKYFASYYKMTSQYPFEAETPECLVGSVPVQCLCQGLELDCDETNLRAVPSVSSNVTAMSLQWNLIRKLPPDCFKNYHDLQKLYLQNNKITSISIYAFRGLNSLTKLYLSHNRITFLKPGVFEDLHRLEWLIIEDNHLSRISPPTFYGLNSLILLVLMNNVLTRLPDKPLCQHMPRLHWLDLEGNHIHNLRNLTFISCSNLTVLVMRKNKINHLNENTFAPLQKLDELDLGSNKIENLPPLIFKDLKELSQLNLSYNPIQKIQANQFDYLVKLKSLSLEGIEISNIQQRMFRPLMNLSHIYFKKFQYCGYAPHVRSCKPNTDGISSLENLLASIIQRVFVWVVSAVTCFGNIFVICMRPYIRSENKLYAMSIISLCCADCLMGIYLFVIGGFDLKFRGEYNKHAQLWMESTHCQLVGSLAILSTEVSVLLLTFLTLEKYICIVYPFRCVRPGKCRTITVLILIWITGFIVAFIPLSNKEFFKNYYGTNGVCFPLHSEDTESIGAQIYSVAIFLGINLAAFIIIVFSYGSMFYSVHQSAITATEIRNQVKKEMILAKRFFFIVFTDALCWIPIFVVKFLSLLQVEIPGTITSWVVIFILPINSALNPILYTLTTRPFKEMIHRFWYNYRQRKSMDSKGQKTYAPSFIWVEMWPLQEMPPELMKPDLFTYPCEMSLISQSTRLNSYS
# TRHR enhancer = qHTS for Small Molecule Agonists and Allosteric Enhancers of Human TRH Receptor: Primary Screen for Enhancers; Thyrotropin-releasing hormone receptor (Homo sapiens), P34981; 360,000 tested, 0.66% active; TRHR cells, fluo-8 calcium fluorescence, EC20 TRH enhancement; enhancement, % at 2 µM; in the data active = enhancement above about 30%; also: 0% is about no effect
#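 TRHR-expressing cells loaded with fluo-8 calcium dye were read kinetically (ex 480/em 530) during compound addition, then stimulated with an EC20 of TRH (10 nM final). Enhancement of the Gq-mediated intracellular calcium response was scored.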
# D2 PAM = HTS Assay for Positive Allosteric Modulators of the Human D2 Dopamine Receptor: Primary Screen for Potentiators | D(2) dopamine receptor (Homo sapiens), P14416 | HEK293 T-REx D2, calcium flux, EC20 dopamine potentiation | potentiation, % at 10 µM | 340,000 tested, 0.34% active | AID 485347, 2010;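 active = potentiation over 3 SD above the plate norm, cut at about 30% in these data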; also: 0% is about no effect
#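 Cells plated with tetracycline inducer and held overnight at 30 C; calcium dye loaded 30–90 min at room temperature; baseline taken, compound added and read 180 s; EC20 dopamine then added and read 180 s.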
# TRHR agonist = qHTS for Small Molecule Agonists and Allosteric Enhancers of Human TRH Receptor: Primary Screen for Agonists. Thyrotropin-releasing hormone receptor (Homo sapiens), P34981. TRHR cells, calcium flux fluo-8, FDSS agonist mode. activation, % at 2 µM. 360,000 tested, 0.18% active; also: 0% is about no effect
#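 Steps: seed TRHR cells overnight; add fluo-8 no-wash Ca dye, RT 30 min–1.5 h; record 10 s baseline; pin-transfer compounds; monitor fluorescence 1 cycle/s for the agonist window. Calcium increases flag candidate agonists.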
# D1 antagonist = Antagonist of Human D 1 Dopamine Receptor: qHTS; D(1A) dopamine receptor (Homo sapiens), P21728; HEK293 TREx D1 cells, calcium flux, dopamine EC80; active compounds read low; activity change, negative = inhibition, % at 10 µM; 360,000 tested, 3.2% active; AID 504652, 2011; in the data active = activity change below about -30%; also: % is scaled to controls: 0 for no effect and ±100 for the full control effect
#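 Compound effects on dopamine-evoked calcium signalling were measured in tetracycline-induced HEK293 Trex D1 cells. Dopamine at EC80 followed a 180 s compound pre-read, and fluorescence was tracked kinetically for 180 s more.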
# The depositor's hits bear a star; . = no result given. Rule as the data show it, unless noted: active = activation above about 30%; inactive = the rest.
SMILES,D2 ag,D1 potentiator,D1 ag,D2 antagonist,RXFP1 antagonist,TRHR enhancer,D2 PAM,TRHR agonist,D1 antagonist
CN(C)CCCN(Cc1cc2cc3c(cc2[nH]c1=O)OCCO3)C(=O)NC1CCCCC1,0.7,-1,4,-7,-14,3,-4,0.8,-11
Cc1ccc2nc(NC(=O)CSc3nccn3Cc3ccc(Cl)cc3)sc2c1,0.4,-5,1,.,-3,-3,-3,0.5,5
Cc1cccc(CCNC(=O)c2ccc3c(c2)nc2n3CCOC2)c1,.,2,3,.,-3,-5,-17,0.2,-2
O=C(N/N=C/c1ccc(N2CCOCC2)cc1)c1ccccn1,0.5,-2,2,-4,-6,4,9,0.8,18
CC(=O)NC1(C(F)(F)F)C(=O)N(Cc2ccccc2)C2=C1C(=O)CC(C)(C)C2 (centres undefined),-0.3,-5,0,0,-7,3,27,-0.5,10
CCCSc1ncc(Cl)c(C(=O)Nc2sc3c(c2C(N)=O)CCCC3)n1,0.5,0,2,.,5,-9,9,0.7,6
CC(C)OCCCNC(=O)C1CCN(S(=O)(=O)N2CCCC2)CC1,0.0,-7,4,0,-2,-13,-2,-8.5,1
COCCOC(=O)C1=C(C)NC(=O)NC1c1ccc(-c2ccc(F)cc2)o1 (centres undefined),0.5,-10,4,2,-19,5,1,0.5,-28
O=C1OC(Cc2ccccn2)C(O)=C1C1=NCCCCN1 (centres undefined),0.2,-1,1,-13,6,19,8,0.2,0
COc1ccc(CCNC(=O)COC(=O)CCC(=O)c2ccc(F)cc2)cc1,1.5,1,6,2,-7,0,-2,-0.3,-8
Cc1[nH]c2ccc(S(N)(=O)=O)cc2c1C,-0.7,-7,3,21,-7,-5,-7,1.5,-3
CC(C)C(OC(=O)c1cccs1)C(=O)NCc1ccco1 (centres undefined),-0.2,1,3,21,19,-2,-2,-0.1,4
O=C(CSCc1ccc(F)cc1)N1CCN(c2ccc(Cl)cc2)CC1,-0.4,-2,1,.,-2,-3,-12,-0.7,-15
CCNS(=O)(=O)c1ccc(NC(=O)c2c(-c3ccccc3)noc2C)cc1,0.4,-5,7,-11,-1,0,14,0.3,-3
COc1ccc(CCNC(=O)c2ccc3c(c2)N(Cc2cccc(C)c2)C(=O)c2ccccc2S3(=O)=O)cc1OC,0.3,-5,8,.,.,4,3,1.3,-2
COc1ccc(C(=O)NCCCn2ccnc2)cc1[N+](=O)[O-],-2.1,1,5,-8,-1,8,11,-1.0,-4
O=C(CS(=O)(=O)c1ccc(F)cc1)Nc1nccs1,2.0,3,3,9,2,4,-5,0.1,13
COc1cc(CN(C)c2ccc(S(=O)(=O)N3CCCC3)cn2)ccc1OC(F)F,0.4,1,20,6,-7,-1,13,1.1,-6
Cc1nn(CC2CC2)c(=O)n1-c1ccc(Cl)cc1,0.2,0,-2,-3,-6,-2,-3,0.1,.
CCOC(=O)c1cc(CC)sc1NC(=O)COC(=O)c1ccccn1,-0.1,5,4,11,-5,3,17,36*,12

# Pulled by structure from the entries so far, four records:
SMILES,D2 ag,D1 potentiator,D1 ag,D2 antagonist,RXFP1 antagonist,TRHR enhancer,D2 PAM,TRHR agonist,D1 antagonist
CC(C)C(OC(=O)c1cccs1)C(=O)NCc1ccco1 (centres undefined),-0.2,1,3,21,19,-2,-2,-0.1,4
Cc1nn(CC2CC2)c(=O)n1-c1ccc(Cl)cc1,0.2,0,-2,-3,-6,-2,-3,0.1,.
CCOC(=O)c1cc(CC)sc1NC(=O)COC(=O)c1ccccn1,-0.1,5,4,11,-5,3,17,36*,12
Cc1[nH]c2ccc(S(N)(=O)=O)cc2c1C,-0.7,-7,3,21,-7,-5,-7,1.5,-3

# (listing goes on)
SMILES,D2 ag,D1 potentiator,D1 ag,D2 antagonist,RXFP1 antagonist,TRHR enhancer,D2 PAM,TRHR agonist,D1 antagonist
Cc1nnc2sc(SCC(=O)Nc3ccc(Cl)cc3)nn2c1=O,0.2,-3,2,0,2,-5,3,0.5,-10
CCc1ccc(C2=CSC3=NCCN23)cc1,0.7,1,0,6,9,-2,-2,-0.7,3
O=C(Cn1nc2ccccc2n1)N/N=C/c1cc([N+](=O)[O-])ccc1O,-1.9,-5,1,4,2,8,6,0.0,-3
COc1ccc(C(c2nnnn2C2CCCC2)N2CCC(C)CC2)cc1 (centres undefined),-0.8,-2,2,-4,-17,-1,30*,-0.2,2
Cc1ccc(NC(=S)Nc2cccc3cnccc23)c(C)c1,0.3,4,1,-19,6,-1,6,0.1,-15
O=C(c1ccccc1)N1CCN(C2CCCCC2)CC1,-0.8,0,1,-10,-8,10,0,0.3,-15
CCOc1ccccc1/C=C/C(=O)c1ccc(Cl)cc1,-0.7,-6,8,2,-7,0,-10,-0.2,-32*
CN1CCCN(C(=O)c2cc3c(s2)CCCC3)CC1,1.1,-5,3,-1,10,5,-15,0.2,-9
COc1ccc(C(=O)N2CC(=O)Nc3ccc(Br)cc3C2c2ccc(F)cc2)cc1OC (centres undefined),.,2,6,.,-15,-2,9,1.8,-2
CCOCCn1cnc2sc(C(=O)NCC(=O)OCC)c(C)c2c1=O,0.0,1,0,-6,-6,0,-1,0.8,8
CC(=O)Oc1cc(OC(C)=O)c2c(C)cc(=O)oc2c1,-0.4,-2,2,-9,9,-1,-8,0.2,2
Cc1ccc(S(=O)(=O)Nc2c(C)nn(C)c2C)cc1,0.7,3,4,-8,0,-7,1,0.4,-14
COc1ccc2[nH]c(C(=O)N3CCN(c4ccccc4F)CC3)c(C)c2c1,-0.1,3,6,9,-1,12,13,-0.3,9
COc1ccccc1C(=O)N/C(N)=N/c1nc2ccccc2o1,0.4,-1,0,10,4,-6,3,0.4,3
COC(=O)C1=C(C)NC(=O)C1(Nc1ccc(Cl)cn1)C(F)(F)F (centres undefined),2.3,-2,0,-15,2,0,.,-2.8,-11
COc1ccc(OC)c2sc(NC(=O)C3=COCCO3)nc12,-0.5,1,2,2,-5,3,-9,0.9,-16
CCC(C)NC(=O)C(=O)NCC1CCCN1CC (centres undefined),.,-1,6,.,.,6,.,0.3,-1
CN(C)c1cccc(C(=O)NC2CCCCCC2)c1,0.0,-4,1,4,-3,-6,-10,-1.1,-5
Cc1ccc2nc(Cl)c3cc(C(=O)N4CCCCC4)sc3c2c1,-0.9,-1,1,.,-22,-6,-1,-0.9,1
Cc1ccc2c(c1)c1nnc(SCC(=O)Nc3cccc(Cl)c3C)nc1n2CC(=O)O,1.3,-5,0,-3,-11,-4,2,-0.3,-9
CCOc1ccc(-n2c(C)nc3cc(C(=O)NCC4CCCO4)ccc32)cc1 (centres undefined),-1.6,-3,3,-11,7,3,3,-0.8,-1
Cc1sc(NC(=O)CCS(=O)(=O)c2ccccc2)c(C#N)c1C,0.9,-1,2,13,-11,-6,-1,0.3,1
COc1ccc(S(=O)(=O)N(C)CC(=O)NCCC2=CCCCC2)cc1,-0.4,-2,3,-15,-1,35*,-5,-1.3,-6
O=C(CCl)Nc1ccc(-c2ccccc2)cc1,.,-2,5,.,4,-4,.,-1.5,0
COc1ccc(C(=O)Nc2ccccc2C(=O)NCc2ccco2)cc1OC,.,-5,3,.,-5,-2,-2,-0.9,-4
NC(=O)/C(=N\OC(=O)c1ccco1)c1nc(-c2ccc(Br)cc2)cs1,-0.1,-1,2,-8,-15,1,6,0.4,-2
[O-]/C(=C(\C(=S)NCc1ccc2c(c1)OCO2)[n+]1ccccc1)c1ccc(Cl)s1,-0.7,3,3,-14,2,-4,0,0.1,-5
CSc1ccc(-c2nnc(NC(=O)c3ccc4c(c3)OCCO4)o2)cc1,1.3,-2,3,.,11,4,7,-0.2,-8
Cc1ccccc1OCC(=O)NCCCNC(=O)c1ccco1,0.6,-6,0,-15,1,3,-2,0.3,-17
CCOc1ccc(/C=N/N2C(C)CCCC2C)cc1OC (centres undefined),1.2,1,6,-29,-3,-3,2,-0.1,-6
O=C(NC1CCCC1)C1CCN(C(=O)NCc2ccccc2)CC1,0.1,-2,5,2,-4,-4,-2,0.0,17
O=C(O)[C@@H]1Cc2ccccc2N1,0.8,-5,3,10,6,3,-2,0.6,-5
O=C(/C=C\c1ccc2c(c1)OCO2)Nc1nnc(SCC(=O)OCc2ccccc2)s1,0.2,-3,2,-3,.,8,-2,0.1,-9
CCOc1ccc(S(=O)(=O)Nc2nc3ccccc3nc2Nc2ccc(N3CCOCC3)cc2)cc1,.,6,5,.,9,12,.,4.3,-2
COc1ccc(COC(=O)C2=C(C)NC(=O)NC2c2ccc(O)cc2)cc1 (centres undefined),0.5,2,11,-8,8,5,4,0.5,9
Cc1ccc(CS(=O)(=O)CCC(=O)NCc2ccc(F)cc2)cc1,-0.1,-5,3,4,4,3,2,0.7,-24
COCCn1c(C)cc(C(=O)COC(=O)c2ccc(Br)o2)c1C,-0.4,-1,5,-18,3,-5,2,-0.5,7
Cc1ccccc1CNC(=O)c1cccc(NC(=O)c2nsc3ccccc23)c1,-0.1,0,6,.,-21,-2,8,0.2,4
Cc1ccc(S(=O)(=O)c2cccc(S(=O)(=O)N3CCOCC3)c2)cc1S(=O)(=O)N1CCOCC1,0.2,1,-1,8,3,2,7,1.1,-7
CCOC(=O)Cn1nc(-c2ccccc2)nc1-c1ccccc1,0.3,-4,0,21,-6,0,-5,0.3,-6
Cc1cc(CSCc2ccc(Cl)cc2)no1,0.4,1,8,3,-8,2,-3,-2.5,-29
CC(C)OC(=O)CSc1nnc(-c2cnccn2)n1Cc1ccco1,0.7,4,-1,28,-3,-2,-12,0.2,-8
CCOc1ccc(NC(=O)CC2C(=O)N(c3cccc(C)c3)C(=O)N2Cc2cccnc2)cc1 (centres undefined),-0.6,-2,3,.,0,-1,-10,-0.3,1
CCc1cccc(NC(=O)Cn2c(=O)n(CC3CCC(C(=O)NCCc4ccccc4)CC3)c(=O)c3ccccc32)c1 (centres undefined),-0.5,-1,4,.,.,2,7,-1.0,-2
O=C(O)CN1C(c2ccccc2O)Nc2ccc(Br)cc2C1c1ccccc1 (centres undefined),0.4,1,2,-5,12,-2,2,0.6,2
O=C(NCc1c(Cl)cccc1Oc1ccccc1)c1ccccc1,1.5,-5,7,-6,-38,-16,-3,0.5,-15

# From PubChem
